ERK EGF block – qHTS Assay for Inhibitors of the ERK Signaling Pathway using a Homogeneous Screening Assay; Stimulation with EGF; Potency, µM (doses to about 11.5 µM), for the others: at the highest dose activity change, negative = inhibition, most hits filed as inhibitors; 0.41% of 130,000 active; HEK293-V1b, EGF-stimulated phospho-ERK AlphaScreen; active = well fitted inhibition curve with a large enough effect; inconclusive = small, poorly fitted or top-dose-only effect, or effect the other way;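 also: plate controls were stimulated vehicle wells for no effect and unstimulated vehicle basal for full effect; nearly all actives have a fitted effect of over 55% in size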
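Concentration-response of compounds against EGF-driven ERK phosphorylation in V1b-expressing HEK293 cells; 30 min preincubation, 5 min EGF, AlphaScreen detection; Normalized to DMSO basal and 25 nM EGF.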
Numbers without * were called inactive; ? = inconclusive; & = joins results of further samples; [ ] = remark or other dose. Potency is read from the fitted curve at half-maximal effect.

Preview (4 entries):
mol,ERK EGF block
Cc1nc2cc(C(=O)OCC(=O)NC(C)C(C)C)ccc2n1-c1ccccc1 (centres undefined),-2%
CN(C)c1ccc(/C=C(\C#N)c2ccccc2)cc1,?
O=C(c1cn(-c2ccccc2)nc1-c1ccc(Cl)cc1)N1CCOCC1,10%
COc1ccc(/C=N/n2c(C)nc3sc(C)c(C)c3c2=O)cc1,-1%[57.5 µM]

This part in full, repeating the preview:
mol,ERK EGF block
Cc1nc2cc(C(=O)OCC(=O)NC(C)C(C)C)ccc2n1-c1ccccc1 (centres undefined),-2%
CN(C)c1ccc(/C=C(\C#N)c2ccccc2)cc1,?
O=C(c1cn(-c2ccccc2)nc1-c1ccc(Cl)cc1)N1CCOCC1,10%
COc1ccc(/C=N/n2c(C)nc3sc(C)c(C)c3c2=O)cc1,-1%[57.5 µM]
Cc1nnc(NC(=O)CSc2nnc(-c3ccc(S(=O)(=O)N4CCCC4)cc3)n2C)s1,2%
CCOc1ncccc1C(=O)OCC(=O)c1ccc(OC)c(OC)c1,2%
COC(=O)C1=C(C)NC(C)=C(C(=O)OC)C1c1ccco1,-7%[57.5 µM]
Cc1cc2c(cc1C)/C(=N/NC(=O)c1ccccn1)CCC2,8%[57.5 µM]
O=C(COc1cccc(F)c1)Nc1ccc2[nH]c(=O)[nH]c2c1,?
Cc1ccc(NC(NC(=O)c2ccccc2[N+](=O)[O-])C(Cl)(Cl)Cl)cc1 (centres undefined),6%
CCOc1ccc(N=c2cc(-c3ccc(OC)cc3)oc3ccccc23)cc1,?
O=C(NCc1cccs1)C(=O)c1c[nH]c2ccccc12,-4%
CC(C(=O)NN)n1nnc(N2CCOCC2)n1 (centres undefined),-7%[57.5 µM]
OCC1CCCCN1C(=S)Nc1cccc(Cl)c1 (centres undefined),-4%
COc1ccc(C)cc1S(=O)(=O)N1CCCCC1,4%
Cc1ccc(NC(=O)Cn2c(O)c(N=NC(N)=O)c3ccccc32)cc1,?
COCCN(CCOC)c1nc(C)nc2c1nc(-c1ccccc1)n2CCN1CCCC1,-9%
Cc1nnc(SCC(=O)N(C)CC(=O)Nc2ccc(F)cc2)n1Cc1ccccc1,1%
Nc1c(C(=O)c2ccc(F)cc2)oc2ccccc12,6%
COc1ccc(NC(=O)c2ccccc2C(=O)N2CCCCC2)cc1,-1%
C/C(CC(=O)NC(C)C)=N\NC(=O)C(c1ccccc1)c1ccccc1,-5%
CCOC(=O)c1c(NC(=O)CCC(=O)N(CC)CC)sc2c1CC(C)(C)OC2,-4%[57.5 µM]
O=C1C2C(c3ccccc3)CC=CC2[C@H](c2ccc(C(F)(F)F)cc2)N1Cc1ccccc1 (some centres undefined),-19%[57.5 µM]
O=C(c1ccc(F)cc1)c1cn(Cc2ccc(F)cc2)c2cc3c(cc2c1=O)OCCO3,-1%
O=C(Nc1ccc(N=Nc2ccccc2)cc1)c1ccccc1Cl,?
Cc1ccc(NNC(=O)c2ccno2)c(C)c1,-3%[57.5 µM]
Cc1nc(NC(C)(C)CO)c([N+](=O)[O-])cc1[N+](=O)[O-],6%
Cc1c(/C=N/NC(=O)c2cccnc2)cc(C#N)n1C,-9%
O=C(COC(=O)c1ccc(NS(=O)(=O)c2ccc(F)c(F)c2)cc1)NCC1CCCO1 (centres undefined),-4%[57.5 µM]
CC1CCCC(C)N1C(=O)COc1ccc(C(=O)Nc2ccccc2N2CCOCC2)cc1 (centres undefined),22%
C/C(=N\NC(=O)CCCNc1ccccc1)c1ccncc1,5%
COc1ccc(C(CC(=O)c2ccccc2)CC(=O)c2ccccc2)cc1OC,-2%
CC(C)[C@@H](CC(=O)N[C@@H]1CCCC[C@H]1C(=O)N[C@H](CC(=O)N[C@@H](CCC(=O)O)CC(=O)O)Cc1ccccc1)NC(=O)C[C@H](Cc1ccccc1)NC(=O)[C@@H]1CNCC[C@H]1N,4%
COc1ccc(Cl)cc1N(CC(=O)NC(C)(C)C)S(=O)(=O)c1ccc(C)c([N+](=O)[O-])c1,5%
COc1cc(OC)cc(C(=O)NC(=S)Nc2nc(-c3cc4ccccc4o3)cs2)c1,-8%[57.5 µM]
COc1ccc(C(=O)COC(=O)CN2C(=O)C3C4C=CC(C5CC45)C3C2=O)cc1 (centres undefined),-2%
O=C(c1nc2ccccn2c1CNCCCn1nnc2ccccc21)N1CCOCC1,-3%
C/C(CC(=O)NC1CCCCCC1)=N\NC(=O)c1cnccn1,-8%
Cc1ccc(NC(=S)N(Cc2ccco2)C(C)c2cccs2)cc1 (centres undefined),1%
CC(C)(C)NC(=O)CN(c1cccc([N+](=O)[O-])c1)S(=O)(=O)c1ccccc1,?
O=C(OCc1cc(=O)n2c(n1)sc1ccccc12)c1ccc(O)cc1,-3%
CC(C)=C1C2CCC1C1C(=O)N(NC(=O)c3ccco3)C(=O)C21 (centres undefined),-12%
COc1ccc(C)cc1NC(=O)C(=O)N/N=C(\C)CC(=O)Nc1cccnc1,2%
Cc1cc(Nc2ccc(Br)cc2F)n2nc(C)nc2n1,10%
CCOc1cc(S(=O)(=O)N2CCCC2)c(C)cc1C,-4%
Cc1cc(C)c2nc(Nc3nc(-c4ccccc4)cc(=O)[nH]3)nc(C)c2c1,-1%[57.5 µM]
CCN(CC)C(=O)c1cc(C(C)(C)C)c(O)c(C(C)(C)C)c1,5%
C/C(=N\Nc1ccccn1)c1ccc(C#N)cc1,-1%
O=C(O)CCCCCCCCCC[n+]1ccccc1,-9%[57.5 µM]
Cc1ccc(F)c(C2C3C=CCC(c4cccc(-c5ccc(N(C)C)cc5)c4)C3C(=O)N2Cc2ccccc2)c1 (centres undefined),?
O=C(Cn1nc(C(F)(F)F)cc1C1CC1)NCc1ccccc1F,-9%
COC(=O)CCCC1=CC2=C(c3ccccc3)C(=O)C(C)(OC(=O)C3CCCC3)C(=O)C2=CN1Cc1ccc(OC)cc1 (centres undefined),?
COc1ccccc1C(CNC(=S)NCc1ccccc1)N1CCCC1 (centres undefined),-5%
COC(=O)c1ccccc1NC(=O)CCc1ccccc1,0%
Cn1cc(NC(=O)c2cc(NC(=O)c3cc(NC=O)cn3C)cn2C)cc1C(=O)NCCC(=N)N,5%[57.5 µM]
O=c1[nH]nc(SCc2ccccc2)c(=O)[nH]1,-1%
CCOC(=O)Cc1nnc(NC(=O)c2ccccc2OCC)s1,3%
COc1ccc(Cl)cc1NC(=O)CNc1ccccc1N1CCOCC1,-8%
Cc1ccc(C)c(NC(=O)CS(=O)(=O)c2cccc3nsnc23)c1,-4%
Cc1cccc(C)c1OCc1nnc(SCC(=O)Nc2cccc(C(=O)N3CCOCC3)c2)n1C,8%

(further entries)
mol,ERK EGF block
CC(=O)N(C(C)=O)N1C(=O)c2cccc3c(N4CCOCC4)ccc(c23)C1=O,-2%
O=C(CC(C(=O)O)c1ccccc1)Nc1ccccc1 (centres undefined),7%
CSc1ncccc1C(=O)OCC(=O)c1ccc(Br)s1,-5%
Cc1ccc(NC(=S)N(CCN(C)C)Cc2cc3cc(C)cc(C)c3[nH]c2=O)cc1,10%
Cc1cc(C)n(C(=O)COc2ccccc2[N+](=O)[O-])n1,3%[57.5 µM]
O=[N+]([O-])c1ccc(NC(=S)NCc2ccncc2)cc1,7%
O=C(O)CCn1cc(C(=O)O)c(-c2ccccc2)n1,8%[57.5 µM]
O=C(CSc1nnc(NC2CCCCC2)s1)Nc1ccc2c(c1)C(=O)c1ccccc1C2=O,-14%
Cc1cnc(NC(=O)CSc2nc3ccccc3c(=O)[nH]2)s1,1%
CCOC(=O)C(=NC1CCS(=O)(=O)C1)NNc1ccc(Br)cc1 (centres undefined),-4%
Cc1ccnc(NC(=O)c2sc3cc(Cl)ccc3c2Cl)c1,4%
CC1CN(C(=O)COC(=O)c2ccc(Cl)c(S(=O)(=O)N3CCCCC3)c2)CC(C)O1 (centres undefined),6%
O=C(NCC(c1cccnc1)N1CCOCC1)C1CCCCC1 (centres undefined),-1%
Cc1ccc(S(=O)(=O)N2CCOCC2)cc1NC(=O)Cn1cc(C(F)(F)F)cc(Cl)c1=O,-4%
O=C(CN(c1ccccc1)S(=O)(=O)c1ccccc1[N+](=O)[O-])Nc1ccccc1C(=O)N1CCOCC1,-1%
O=S(=O)(c1ccc(Cl)c2ccccc12)N1CCCC1,-2%
c1ccc2c(NCC3CCCO3)nc(N3CCOCC3)nc2c1 (centres undefined),6%
CC(C)NC[C@H](O)COc1ccc(CC(N)=O)cc1,-5%
CCOC(=O)C1CCCN(C(=O)COc2ccc(N(C)S(=O)(=O)c3ccc(F)cc3)cc2)C1 (centres undefined),3%[57.5 µM]
NC(=O)CC[C@@H]1NC(=O)[C@H](Cc2ccc(O)cc2)NC(=O)c2cc([N+](=O)[O-])cc(F)c2OCC[C@@H](C(N)=O)NC1=O,-2%

Reformatted field by field: entries from further up
> Cc1ccnc(NC(=O)c2sc3cc(Cl)ccc3c2Cl)c1
  ERK EGF block = 4%
> CC1CN(C(=O)COC(=O)c2ccc(Cl)c(S(=O)(=O)N3CCCCC3)c2)CC(C)O1 (centres undefined)
  ERK EGF block = 6%
> O=C(NCC(c1cccnc1)N1CCOCC1)C1CCCCC1 (centres undefined)
  ERK EGF block = -1%
> Cc1ccc(S(=O)(=O)N2CCOCC2)cc1NC(=O)Cn1cc(C(F)(F)F)cc(Cl)c1=O
  ERK EGF block = -4%

(more compounds)
mol,ERK EGF block
COCCNC(=S)N(c1ccccc1)C(C)C,-5%
COc1ccc(C2CC(C)(c3ccc(OC)cc3OC)Nc3ccccc3N2)c(OC)c1 (centres undefined),-1%
O=C(O)CSc1nc2ccccc2n1-c1ccccc1,2%
COc1ccccc1[C@@H]1C(c2cccc(C)c2)=NN(c2ccccc2)[C@H]1C(=O)N1CCOC1=O,-33%
O/N=C/c1ccccc1OCc1ccccc1F,-1%
COc1ccc(NC(=O)/C(C#N)=C/c2cc(C)n(-c3ccc(N4CCOCC4)c([N+](=O)[O-])c3)c2C)cc1,1%
Cc1nccc(-c2cccc(N/N=C(\C#N)C(=O)c3ccccc3)c2)n1,?
CN[C@H](CC(=O)O)C(=O)O,9%&-1%
COCCN(C(=O)C1CCCC1)c1c(N)n(Cc2ccccc2)c(=O)[nH]c1=O,1%
Cc1ccc(S(=O)(=O)CCSc2ccc(C(F)(F)F)cn2)cc1,5%[57.5 µM]
Cc1cc(C(=O)N2CCOCC2)c(C)o1,-10%
CCCc1nc2ccccc2c(C(=O)OC(C)C(=O)NCc2ccc3c(c2)OCO3)c1CC (centres undefined),-2%
O=C1S/C(=C\c2ccc(N3CCOCC3)o2)C(=O)N1c1ccccc1,5%
COc1ccc(OC)c(C2Nc3c(Cl)ccc(C(=O)O)c3C3C=CCC32)c1 (centres undefined),-9%[57.5 µM]
Cc1cc(C)cc(NC(=O)COC(=O)c2n[nH]c3ccccc23)c1,-1%
CCOC(=O)c1nc(N)c(=O)n(-c2ccc(C)cc2)n1,0%
CC(C)C(=O)Nc1ccc(O)c(-c2csc(N)n2)c1,6%
O=C(Cn1cnc2c(nnn2Cc2ccc(Cl)cc2)c1=O)NCc1ccco1,0%
CC(=O)Nc1nn(C)c2nc(C)cc(C)c12,-1%
CC(=O)CC(=O)Nc1ccc2ccccc2c1,-9%[57.5 µM]
Cc1ccc(NC(=O)c2c([N+](=O)[O-])c(C(C)(C)C)nn2C)cc1,9%
CCCCNC(=O)CCCCC(=O)N/N=C/c1cccc(Cl)c1,6%
CC(C)(C)NC(=O)COC(=O)c1cc(Cl)ccc1[N+](=O)[O-],5%
Cc1nc2c(sc3nc(N4CCOCC4)c4c(c32)CC(C)(C)OC4)c(-c2ccc(Cl)cc2)c1C(=O)O,25%[57.5 µM]
Clc1ccc(-c2ncc3ccccn23)c(Cl)c1,-5%
COc1ccc(NC(=S)N2CCc3ccccc3C2)cc1OC,2%
COc1ccc(C2OC(=O)CC2C(=O)NCc2ccc(Cl)cc2)cc1OC (centres undefined),-6%
N/C(=N\N=C\c1ccco1)SC1CC(=O)N(c2ccc(C(=O)O)cc2)C1=O (centres undefined),-12%
CC(C)CN(CC(C)C)S(=O)(=O)N1CCC(C(=O)NCc2ccco2)CC1,2%
COc1cccc(CN2CCN(Cc3ccc(O)c(OC)c3)CC2CCO)c1 (centres undefined),2%
Cc1cccc(C)c1NC(=O)NCCCN1CCN(c2ccccc2)CC1,5%
COc1ccc([N+](=O)[O-])cc1NC(=O)c1ccco1,-8%
COc1ccc(NS(=O)(=O)c2ccc(OC)c(NC(=O)CCC3CCCCC3)c2)cc1,2%
c1coc(-c2ccnc(-n3cccc3)n2)c1,?
CCCCOP(=O)(OCCCC)C(O)c1ccc(Br)cc1 (centres undefined),3%
CCC(C)NCCOCCOc1ccc(Cl)c2ccccc12 (centres undefined),20%[57.5 µM]

Nothing new here: entries from further up.
mol,ERK EGF block
CCCCOP(=O)(OCCCC)C(O)c1ccc(Br)cc1 (centres undefined),3%
CCC(C)NCCOCCOc1ccc(Cl)c2ccccc12 (centres undefined),20%[57.5 µM]

High-throughput results as filed in PubChem.

These rows are one share of the data; rates above refer to the full screens.
